# HIF-2a inh – inhibitors of HIF-2a; inhibition, % at 18.8 µM; 786-0 RCC cells HIF-2a reporter, luciferase luminescence, overnight; AID 624352; 360,000 compounds, 0.72% hits;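 active = inhibition of the luminescence signal of 40% or more relative to plate controls, in a single-dose primary screen at 18.75 µM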
# CF NFkB inh – blocks PAF-induced NF-kB reporter in cystic fibrosis cells | 360,000 compounds, 0.86% hits | AID 588850 | KKLEB NF-kB-GFP reporter, GFP fluorescence overnight | inhibition, % at 5 µM;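 active = at least 50% inhibition at 5 µM, scaled per plate between neutral and stimulator controls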;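 note: PAF is a Pseudomonas aeruginosa culture filtrate used as stimulus; plate controls were PAF-stimulated DMSO wells for no effect and unstimulated DMSO wells for full effect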
# Peg3 promoter – inhibitors of Peg3 promoter. HeLa PEG-Prom luciferase reporter, luminescence, overnight. inhibition, % at 20 µM. 360,000 compounds, 1.7% hits. AID 588405;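 active = inhibition of at least 50% at 20 µM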
# TRPM1 prom inh – reduces MITF-dependent TRPM1 promoter luciferase signal; SK-MEL-5 TRPM1 promoter luciferase, 24 h; inhibition, % at 12.5 µM; 330,000 compounds, 0.83% hits; AID 488899;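 active = mean inhibition across replicates of 60% or more, whatever share of single replicates reaches that level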; note: values of inactives mirror those of a sister screen read the other way
# iPSC survival up – increases survival of single human iPS cells; survival enhancement, % at 20 µM; hiPSC single-cell survival, ATPlite luminescence; 100% = ROCK inhibitor wells, 0% = DMSO; AID 602274; 360,000 compounds, 0.044% hits; in the data active = survival enhancement above about 18%;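 note: cells exposed to compounds for 16 hours before the ATP read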
# EBV LMP1 NFkB – Epstein-Barr LMP1 NF-kappaB reporter inhibition; LMP1-induced NF-kappaB luciferase reporter cells, luminescence; inhibition, % at 12.5 µM; 350,000 compounds, 0.69% hits; AID 504558; in the data active = inhibition above about 41%;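 note: 0% = neutral control wells and 100% = reference inhibitor control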
# C8 TRAIL sens – caspase-8 TRAIL sensitization | NB7+C8 cells + TRAIL, ATPlite viability luminescence | inhibition (viability loss, TRAIL sensitization), % at 10 µM | 360,000 compounds, 1% hits;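 active = compounds causing at least 50% loss of cell viability in the single-dose screen, relative to plate controls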
# KKLEB tox – CF airway cell cytotoxicity counter-screen; activity change (cytotoxicity), % at 5 µM; 360,000 compounds, 0.36% hits; KKLEB CF airway cells viability, ATPlite luminescence, overnight; stronger effect = lower value; cells stimulated with P. aeruginosa culture filtrate; AID 602141;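 active = corrected activity change at or below -50% at 5 µM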
# NR2E3 ag-1 – human photoreceptor-specific nuclear receptor agonism; Q9Y5X4; CHO-S Gal4-NCOR/VP16-NR2E3 two-hybrid, luciferase; inhibition of corepressor binding, % at 3.98 µM; 360,000 compounds, 0.35% hits; AID 602229;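 active = inhibition above the mean of all tested compounds plus 3 SD, cut at about 70% in these data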;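 note: 0% = DMSO with NR2E3 transfected cells and 100% = cells lacking NR2E3 construct; higher means lower luciferase signal from less NR2E3 corepressor binding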
# Target sequence (Q9Y5X4 whole entry, looked up, the tested form may be a part): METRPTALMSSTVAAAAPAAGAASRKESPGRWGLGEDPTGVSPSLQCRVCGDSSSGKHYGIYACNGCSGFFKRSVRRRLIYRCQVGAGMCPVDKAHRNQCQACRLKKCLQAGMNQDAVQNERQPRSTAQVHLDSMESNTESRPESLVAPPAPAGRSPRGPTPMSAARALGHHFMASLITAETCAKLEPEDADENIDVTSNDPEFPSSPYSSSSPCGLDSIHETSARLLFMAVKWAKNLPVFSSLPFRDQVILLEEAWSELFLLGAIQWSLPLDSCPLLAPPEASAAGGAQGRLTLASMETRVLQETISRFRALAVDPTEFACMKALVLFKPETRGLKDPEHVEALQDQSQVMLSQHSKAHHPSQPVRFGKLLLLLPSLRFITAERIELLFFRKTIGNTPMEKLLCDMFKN
# Shn3 3UTR inh – inhibitors of Schnurri-3 3'UTR reporter in osteoblasts; inhibition, % at 12.5 µM; 360,000 compounds, 0.52% hits; Clone20 osteoblast Shn3 3'UTR firefly luciferase, 24 h;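 active = mean inhibition of at least 75% with every replicate also reaching 75%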;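 note: 0% = median of neutral control wells and 100% = pilot-screen positive control compound; some compounds past the cut are filed as inactive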
# NR2E3 ag-2 – NR2E3 (human) agonism. GST-NR2E3/biotin-RetCOR TR-FRET, 1536-well. inhibition of corepressor binding, % at 4.78 µM. AID 2300. 320,000 compounds, 0.12% hits. Q9Y5X4;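 active = percent inhibition above the cutoff of mean plus 3 SD of all tested compounds, set per screening campaign, cut at about 20% in these data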;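 note: 0% = DMSO wells and 100% = biotin wells as full block of FRET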
#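 System: GST-tagged NR2E3 plus biotinylated RetCOR corepressor; Buffer or medium: pH 7.5 Tris-based buffer; Probe or stimulus: RetCOR corepressor, biotinylated, 7 nM; Doses: compound at 4.8 µM, single dose; Schedule: 5 h incubation at 4 °C; Technique: time-resolved FRET; Evaluation: percent inhibition of TR-FRET ratio; Replication: one well per compound, singlicate testing.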
# The depositor's hits bear a star; . = not tested or not shown.
SMILES,HIF-2a inh,CF NFkB inh,Peg3 promoter,TRPM1 prom inh,iPSC survival up,EBV LMP1 NFkB,C8 TRAIL sens,KKLEB tox,NR2E3 ag-1,Shn3 3UTR inh,NR2E3 ag-2
CCOc1ncccc1C(=O)OCc1c(F)cccc1Cl,8,19,12,0,-1.9,1,-8,-10,10,-16,2
CN(C(=O)COC(=O)Cc1c(Cl)cccc1Cl)C1CCS(=O)(=O)C1 (configuration not stated),5,8,-9,-4,-3.9,3,0,13,10,-10,2
O=C(O)CN(c1ccccn1)S(=O)(=O)c1ccc(Cl)cc1,4,-16,-2,-2,6.0,19,9,9,15,4,2
Nc1cccnc1-n1nc(C(F)(F)F)cc1C(F)(F)F,12,2,0,-5,0.0,3,4,1,4,-2,3
CCOC(=O)C1CCN(C(=O)CN(c2ccc(Oc3ccccc3)cc2)S(C)(=O)=O)CC1,10,-7,21,21,-0.3,1,3,2,-28,10,3
CCOC(=O)N1CCN(C(=O)COc2cccc3c2CCN(Cc2ccccc2C)C3=O)CC1,-4,10,14,8,-2.4,0,-16,1,-1,6,1
CCOc1ccc(NC(=O)C/C(N)=N/O)cc1,-1,-3,27,3,0.0,2,-10,-3,8,-2,0
COc1ccc(OCCOCCN2CCc3ccccc3C2)cc1,9,12,12,9,-2.5,5,7,13,-2,4,1
CC(OC(=O)c1cccc(NS(C)(=O)=O)c1)C(=O)Nc1ccc(N2CCOCC2)cc1 (configuration not stated),-14,-3,-8,4,-0.6,-10,0,4,-22,-41,-1
CCn1cc(CN2CCCC(C(=O)Nc3ccc(-c4cscn4)cc3)C2)cn1 (configuration not stated),14,-9,5,0,-0.6,3,-8,21,-31,-3,3
COc1ccc(C(N)c2csc(NC(=O)Nc3ccccc3C(C)(C)C)n2)cc1 (configuration not stated),19,39,12,.,0.4,.,10,-29,10,28,.
CCc1c(C2(O)CCCCC2)[nH]c2cc(C(F)(F)F)ccc12,14,27,67*,8,-2.4,-37,16,5,2,-9,3
COC(=O)CCC(=O)Nc1sc(Cc2ccccc2)c(C)c1C(N)=O,13,6,-8,0,-0.8,-3,4,3,8,5,2
COc1ccc(CNc2ncc(-c3ccccc3)n2C)cc1,-44,-2,-18,0,-0.1,-7,4,-5,-11,-17,1
C/C(Cc1ccccc1)=N\NC(=O)c1cccnc1,11,-10,9,10,-1.0,-3,4,-25,-21,-3,-1
CCc1ccc(OC(=O)c2cccnc2)cc1,-4,-3,-16,3,0.5,-6,10,2,-25,7,-1
COC(=O)c1ccc(CNC(=O)C2CCC(=O)N(CCc3ccccc3)C2)cc1 (configuration not stated),6,3,0,-8,-0.5,-17,-18,-3,-28,11,.
Cc1ccc(NC(=O)c2oc3ccccc3c2C)c([N+](=O)[O-])c1,-114,-3,-115,-9,-0.1,-26,3,-1,1,-49,7
COc1ccc(NC(=O)CSC2=NN3CCCC(=O)N=C3S2)c(OC)c1,-1,-9,-9,16,-0.1,-3,-4,-3,3,3,-1
NCC(c1ccccc1)c1c[nH]c2ccccc12 (configuration not stated),2,0,-4,18,-0.9,5,-4,-10,-20,6,2
O=C(c1cnc2ccccn2c1=O)N1CCCc2ccccc21,8,10,-1,-4,11,0,-20,-9,9,-28,3
CC(=O)Oc1ccc(/C=C(\NC(=O)c2ccco2)C(=O)Nc2ccc(C(C)=O)cc2)cc1,7,12,-7,-2,1.8,-3,-6,4,6,-8,3
CN(C)Cc1c(C(=O)N/N=C/CCc2ccccc2)nnn1-c1nonc1N,12,-2,-1,-4,-0.1,3,26,5,-23,11,5
COc1ccc(C(CNC(=O)c2oc3ccccc3c2C)N2CCCC2)cc1 (configuration not stated),-10,4,-23,-17,-3.4,-44,-2,-2,-12,0,3
COc1ccccc1N1CCN(/N=C/c2cccc(OC)c2OC)CC1,-116,8,-66,-16,1.0,16,-5,4,-22,-59,-1
O=C(NCc1ccccc1)C(c1cccnc1)N(Cc1ccco1)C(=O)c1ccccn1 (configuration not stated),10,2,5,-1,0.1,-3,-5,2,-9,-4,5
CCC(C)NC(=O)CCn1c(=O)c2cccn2c2ccc(F)cc21 (configuration not stated),9,2,-1,-1,0.3,-1,-2,-14,-10,16,.
Cc1ccccc1-n1ncc(C(C)NC(=O)c2ccco2)c1C (configuration not stated),-84,-11,-92,-15,-0.9,-19,14,14,-28,-19,2
CCc1nc2ccc(C(=O)N3CCN(c4cccc(C(F)(F)F)c4)CC3)cc2nc1CC,12,9,-3,-9,-0.5,4,6,-18,-7,3,-7
Cc1ccc([N+](=O)[O-])c(OCCCN2CCCCCC2)c1,-11,-6,6,9,2.0,2,1,4,17,3,8
CCOc1ccc2nc(SCC(=O)NC(=O)NCc3ccco3)[nH]c2c1,9,5,-10,3,-0.4,3,-11,-6,-14,19,-1
NS(=O)(=O)c1ccc(S(=O)(=O)N(CCc2ccccc2)Cc2ccccn2)cc1,9,0,18,4,-0.6,-2,12,2,6,6,0
COc1ccc(-n2nc(C(=O)NCC(=O)N3CCN(C)CC3)c3ccccc3c2=O)cc1OC,8,-12,-9,-5,-0.6,-4,5,12,-7,-6,1
Cn1c(=O)cc(OCC(=O)NCCCN2CCN(c3ccccc3F)CC2)c2ccccc21,8,-16,-15,4,-0.4,-8,6,-36,-5,16,1
CCc1ccccc1N(CC(=O)N1CCN(c2ccccc2F)CC1)S(C)(=O)=O,9,2,9,-5,-3.7,-10,2,6,-25,-30,4
CCOC(=O)C1CCCN(C(=O)CN(c2ccc(OC)cc2)S(=O)(=O)c2c(C)noc2C)C1 (configuration not stated),14,0,-1,-2,6.6,-7,-21,4,-9,-4,2
Cc1ccn(CCC(=O)N2c3ccccc3CC2C)n1 (configuration not stated),5,3,2,5,0.3,-3,-13,-13,-10,8,1
N/C(=N\OC(=O)c1ccc2ccccc2c1)c1ccncc1,-256,-7,-265,-89,0.5,-10,4,4,-111,-15,3
COc1ccc(C(=O)COC(=O)C2CCCN2C(=O)C23CC4CC(CC(C4)C2)C3)cc1 (configuration not stated),13,16,8,8,3.0,0,15,-10,1,-8,2
Cc1cc(C(=O)NC(C)C2CC2)c(Cl)cc1Cl (configuration not stated),8,-5,13,-11,0.0,12,-11,5,-6,-7,6
CCc1nnc(NC(=O)c2ccc(-c3ccccc3F)o2)s1,-120,-26,-159,-41,-0.4,-1,-27,0,6,-32,1
O=C1c2cc(S(=O)(=O)N(CCO)CCO)ccc2-c2ccc(S(=O)(=O)N(CCO)CCO)cc21,11,6,17,-4,-0.5,-4,1,-5,0,3,2
Cc1onc(-c2ccccc2)c1C(=O)NCCCc1ccccc1,9,-1,7,1,-0.9,-6,0,8,-47,6,6
CNC(=O)c1ccc(NC(=O)/C=C/c2cccc(F)c2)cc1,-146,4,-161,-49,0.0,-12,-5,6,-38,-55,2
CN(C)/C(=N\O)c1c(Cl)cccc1Cl,18,-2,9,13,-0.2,-9,-11,0,7,-1,0
CC12CCC(=O)N1C(C(=O)NNC(=O)c1ccccc1)CS2 (configuration not stated),18,2,11,0,-0.5,0,-5,6,-1,1,5
Cc1ccc(S(=O)(=O)Nc2ccc(Cl)cn2)cc1C,12,6,16,-5,1.0,0,27,-1,-2,20,1
Clc1ccccc1Cn1nnc2ccccc21,-2,-14,6,-1,-0.7,3,-29,-16,-15,13,-5
Cc1ccc(-c2nnc3c4ccccc4c(C)nn23)cc1S(=O)(=O)N1CCN(CCO)CC1,-51,-43,15,0,1.9,3,20,-8,-24,2,3
Cc1c(-c2ccccc2)nc(N)c(C#N)c1-c1ccco1,23,1,0,10,-2.0,-1,-5,6,-15,11,1
CCOc1ccc(NC(=S)N2CCC(NC(=O)c3ccco3)CC2)cc1,7,-2,-2,0,0.2,-7,-5,4,-25,7,6
COc1ccccc1OCCCOc1c(C)cc(C)cc1Br,-69,19,-49,-4,0.3,0,16,-5,-21,-14,1
Cc1ccc(OCC(=O)O)c(-n2nc3ccccc3n2)c1,18,3,-8,-1,-4.2,-21,13,-10,-7,-1,-4
O=C(NCCNC(=O)c1ccc(-c2cccc(Cl)c2)o1)c1cnccn1,-32,6,-11,.,0.0,-2,-12,-10,19,-2,.
Oc1ccc2ccccc2c1CNc1ccccn1,16,14,10,6,-0.6,5,-6,-16,5,-10,2
CCC1OC(c2ccc([N+](=O)[O-])cc2)=Nc2ccccc21 (configuration not stated),-29,-15,0,10,-0.7,9,20,14,-11,19,-2
COc1ccccc1C(=O)Nc1cccc(NC(=O)c2ccccc2C)c1,-48,-15,-25,-5,-0.4,2,10,12,-18,5,.
CCCOn1c(OCC(C)C)nc2ccccc2c1=O,15,10,14,7,4.7,5,25,5,7,3,1
CC1CCCCN1CCNC(=O)c1ccc2c(=O)n(CCc3ccccc3)c(=O)[nH]c2c1 (configuration not stated),-23,10,-24,-26,-1.3,-2,-4,-1,-29,-29,-2
O=C(CSc1ncnc2nc[nH]c12)N1CCN(c2ccccc2)CC1,16,8,9,20,-0.2,-7,12,-13,13,7,-3

# As a short view, two of the compounds above:
SMILES,HIF-2a inh,CF NFkB inh,Peg3 promoter,TRPM1 prom inh,iPSC survival up,EBV LMP1 NFkB,C8 TRAIL sens,KKLEB tox,NR2E3 ag-1,Shn3 3UTR inh,NR2E3 ag-2
CCOc1ncccc1C(=O)OCc1c(F)cccc1Cl,8,19,12,0,-1.9,1,-8,-10,10,-16,2
CN(C(=O)COC(=O)Cc1c(Cl)cccc1Cl)C1CCS(=O)(=O)C1 (configuration not stated),5,8,-9,-4,-3.9,3,0,13,10,-10,2

# (further entries)
SMILES,HIF-2a inh,CF NFkB inh,Peg3 promoter,TRPM1 prom inh,iPSC survival up,EBV LMP1 NFkB,C8 TRAIL sens,KKLEB tox,NR2E3 ag-1,Shn3 3UTR inh,NR2E3 ag-2
Cc1ccc(N(CC(=O)NC2CCCCC2)C(=O)Cn2nnc(-c3ccc(C)o3)n2)cc1,20,6,4,-3,-0.3,7,-4,1,-33,8,-2
COc1ccc(-c2oc3ccccc3c(=O)c2OC(C)=O)cc1,-51,24,-117,-40,2.6,-2,29,5,-30,-20,5
CCC(=O)N(CCc1ccccc1)Cc1cc2cc3c(cc2[nH]c1=O)OCO3,-16,8,-4,14,2.5,4,26,1,0,3,-1
N#CCSc1nc2ccccc2c(=O)n1CC1CCCC1,12,15,19,-3,-0.8,3,-9,-4,15,10,-1
CCCN1CCN(CC(=O)Nc2nc3ccccc3s2)CC1,-31,10,-2,9,-1.0,6,-8,-4,-15,-20,.
O=C1CCC[C@@H]2C[C@@]3(C[C@@H]4CCN1[C@H]24)Nc1cc(Cl)ccc1NC3=NCc1ccccc1,-36,-16,-11,-10,-2.8,4,-12,-7,-8,10,.

# This is a subset, so the mix of outcomes need not match the whole.
